mcGAS lum – inhibitors of mouse cGAS | 0.15% of 160,000 active | recombinant cGAS, Kinase-Glo ATP depletion luminescence | Q8C6L5 | inhibition, % at 12.5 µM;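 further: 0% = negative control wells and 100% = reference inhibitor with no enzyme activity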
hcGAS lum – human cGAS inhibition; recombinant h-cGAS, ATP depletion, Kinase-Glo luminescence; 0.081% of 290,000 active; inhibition, % at 12.5 µM; Q8N884;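 further: 0% = vehicle reaction and 100% = reaction without DNA for no activity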
Target sequence (Q8N884 whole entry, looked up): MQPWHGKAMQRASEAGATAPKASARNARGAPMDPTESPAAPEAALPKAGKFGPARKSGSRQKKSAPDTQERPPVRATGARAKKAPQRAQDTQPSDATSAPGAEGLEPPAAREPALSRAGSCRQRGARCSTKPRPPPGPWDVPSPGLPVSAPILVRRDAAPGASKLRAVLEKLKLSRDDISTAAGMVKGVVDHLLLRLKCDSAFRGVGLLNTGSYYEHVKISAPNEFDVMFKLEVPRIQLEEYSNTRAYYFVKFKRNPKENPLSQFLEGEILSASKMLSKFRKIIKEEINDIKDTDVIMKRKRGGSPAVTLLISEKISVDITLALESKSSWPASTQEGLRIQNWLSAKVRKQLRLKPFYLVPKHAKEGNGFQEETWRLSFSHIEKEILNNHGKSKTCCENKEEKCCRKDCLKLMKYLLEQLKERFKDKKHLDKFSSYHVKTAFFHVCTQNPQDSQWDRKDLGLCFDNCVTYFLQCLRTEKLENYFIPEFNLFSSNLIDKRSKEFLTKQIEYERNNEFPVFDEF
NPYLR7 ag – mosquito NPYLR7 agonism; HEK293T NPYLR7/Galpha15, GCaMP6s calcium fluorescence; activation, % at 10 µM; 0.15% of 270,000 active; AID 1259423; in the data active means activation above about 40%;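 further: 0% = vehicle and 100% = reference agonist at the receptor; some compounds past the cut are filed as inactive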
* marks the source's active call; other numbers are inactive results; . = not tested or not shown; & = joins results of further samples. Unless noted, no stated cut-off is given here; in the data, active means inhibition above about 40%; inactive means the rest.

Structure,mcGAS lum,hcGAS lum,NPYLR7 ag
CCCCCC(=O)NC(Cc1ccccc1)c1nnc(SCc2ccccc2)n1-c1cc(Cl)ccc1C (configuration not stated),-4.9,-2.7,15.1
CNC(=O)CSc1nc(-c2ccccc2)c(NC(=O)c2ccccc2)s1,-8.1,-1.2,-6.4
CNC(=O)[C@@H]1C[C@@H](N)CN1C(=O)c1ccc(CSc2ccccn2)cc1,-18.4,-6.5,31.1
Cc1cc(=O)oc2cc(OC(C)C)c(Cl)cc12,.,-6.0,0.2
CC(C)CSc1nnc(Nc2ccc(C(C)C)cc2)s1,.,-5.8&1.2,5.3&-5.4
O=C(NCC1CC1)C1Cc2ccccc2CN1C(=O)c1ccco1 (configuration not stated),-5.0,-2.3,6.1
Cc1nc2n(n1)C(=O)C(C(c1cccc(Br)c1)N1CCC(C)CC1)S2 (configuration not stated),-7.6,-8.3,0.0
C=C(C)CN(C)C(C)c1cccc(O)c1 (configuration not stated),.,-4.3,1.8
Cc1c(NC(=O)CCCN2C(=O)c3cccc4cccc(c34)C2=O)c(=O)n(-c2ccccc2)n1C,-4.6,-4.4,16.0
CCCCN(CC)C(=O)c1cc(C)[nH]c(=O)n1,.,2.3,4.6
CC(C)COCCC(=O)NCC1CSCCS1 (configuration not stated),.,-1.7,0.3
O=C(CCN1CCN(Cc2cccs2)CC1)Nc1ccc(F)c(F)c1,.,7.8,5.9
CCCN(Cc1cc(NS(=O)(=O)c2ccc(OC)cc2)ccc1N(C)C)C(=O)NC(C)(C)C,-5.6,-4.3,3.4
CCC(=O)NCCc1cc2cc(C)c(C)cc2[nH]c1=O,-5.4,1.7,0.6
CCCNCc1ccc(-c2ccnc3[nH]ccc23)cc1,19.7,1.2,0.6
Oc1oc(-c2ccc(Cl)cc2)nc1C=Nc1ccc(F)cc1,-2.5,-4.3,1.9
CCOCCCN(CC(=O)N(Cc1ccc2c(c1)OCO2)Cc1ccc(C)o1)S(=O)(=O)c1ccc(Br)cc1,-7.1,-9.0,9.1
COc1ccc(-c2c3c(=O)n(C)c(=O)n(C)c3c3cnc4ccccc4n23)cc1,.,-3.5,-10.3
Oc1ccccc1C1CC(c2ccc3c(c2)OCO3)=NC(c2cccc(F)c2)N1 (configuration not stated),2.5,4.5,4.1
O=C(c1cc(COc2ccccc2)[nH]n1)N1CCC(Nc2ncccn2)CC1,.,-6.4,0.0
CCc1nnsc1C(=O)N1CCC(=O)N(CC2CC2)C(C(C)C)C1 (configuration not stated),-9.7,-4.4,0.8
CN(CCN1CCCCCC1)C(=O)c1cc(CN2CCCC(O)C2)on1 (configuration not stated),.,-1.0,-1.0
CCOCCCNC(=O)c1cc(NC(=O)c2c(OC)cccc2OC)ccc1N1CCN(c2ccccc2OC)CC1,-4.0,-2.4,-0.2
Cc1cccc(-n2c(C)cc(C(=O)Cn3ncc(Cl)c(Cl)c3=O)c2C)c1,.,4.5,-0.1
CCCCCCCC(=O)Nc1cc(C(C)(C)C)nn1-c1ccc(Cl)cc1,-4.2,-4.6,1.3
O=[Si]=O,42.0*,-9.5,-2.6
O=C(NCCN1CCOCC1)c1cc(COc2cccc(C(F)(F)F)c2)[nH]n1,.,-7.5,-3.3
CN(C)S(=O)(=O)c1ccc2nnn(OCc3nnc(-c4ccccc4)o3)c2c1,-5.0,-0.2,15.3
COc1ccc(-c2cc(C(F)(F)F)n3ncc(C(=O)Nc4cc(Cl)ccc4O)c3n2)cc1,-2.9,-1.4,-6.6
Cc1nnc(SCCn2c(N3CCC(C)CC3)nc3c2c(=O)n(C)c(=O)n3C)s1,0.1,-1.5,.
O=C(Cc1cn2ccsc2n1)NN=Cc1ccc([N+](=O)[O-])o1,.,-7.5,-8.0
CSc1ccc(CN2CCC2(C)C(=O)Nc2ccc(C)cc2)cc1 (configuration not stated),.,-8.0,2.3
COc1ccc(S(=O)(=O)N2CC(O)C[C@H]2C(=O)OCC(=O)Nc2ccc(Cl)cn2)cc1 (some centres not stated),.,-7.8,4.6
COc1coc(C(=O)NCc2cccnc2Oc2ccccc2F)cc1=O,.,-8.9,18.6
NC(=O)c1ccc(N2CCCC2)c(NC(=O)c2ccccc2)c1,.,-10.0,-6.4
Cc1ccc(-c2nc(NCCN3CCC(O)CC3)ncc2-c2ccncc2)cc1,.,-3.5,6.3
CC(C)c1nc2cc(C(=O)NCCc3nc(-c4ccccc4)no3)ccc2o1,.,-10.6,19.9
CC1C(=O)N2CCCc3cc(S(=O)(=O)Nc4ccccc4C(N)=O)cc1c32 (configuration not stated),.,2.5,7.2
COCCOc1nc(-c2ccc(F)cc2)n(-c2ccc(NC(=O)Nc3ccc(OC)cc3)cc2)n1,-7.7,-3.6,2.7
NC(=O)C1=CN2CCN(Cc3ccccc3)C(=O)N=C2O1,.,-6.5,-1.1

Single entries from the list:
O=[Si]=O | hcGAS lum: -9.5
COc1ccc(-c2cc(C(F)(F)F)n3ncc(C(=O)Nc4cc(Cl)ccc4O)c3n2)cc1 | NPYLR7 ag: -6.6
Cc1cccc(-n2c(C)cc(C(=O)Cn3ncc(Cl)c(Cl)c3=O)c2C)c1 | hcGAS lum: 4.5
NC(=O)C1=CN2CCN(Cc3ccccc3)C(=O)N=C2O1 | NPYLR7 ag: -1.1

Going on with the list.
Structure,mcGAS lum,hcGAS lum,NPYLR7 ag
COc1ccc(NC(=O)c2sc(=O)n(Cc3ccccc3)c2C)cc1OC,.,-5.5,4.2
Cc1cccc(-c2nnc(NC(=O)C(NC(=O)c3ccc([N+](=O)[O-])cc3)C(C)C)s2)c1 (configuration not stated),-4.7,-2.6,22.1
Cc1cc(CN2CCN(C(=O)Nc3cccc4c3CCCC4)CC2)on1,.,-0.8,-2.0
N#Cc1ccccc1NC(=O)CSCc1ccccn1,.,-2.7,0.9
Cc1cc(C(=O)N2CCN(c3nc4c(F)cc(F)cc4s3)CC2)nn1C,.,0.3,4.1
CC(C)CCC(C)NC(=O)c1ccc2nccnc2c1 (configuration not stated),-2.2,0.6,-3.7
Nn1c(-c2cc(F)ccc2F)n[nH]c1=S,-7.5,-4.2,0.7
CCOC(=O)c1ccc2c(c1)nc(SCc1ccc(/C=C/c3ccccc3)cc1)n2Cc1cccc(F)c1,-5.1,-0.4,10.0
CCCOc1ccc(-c2c(=O)n(OCC)c3ccccc3[n+]2[O-])cc1,.,-3.2,6.2
O=C(c1ccc2c(=O)n3c(nc2c1)CCCCCC3)N1CCCCCC1,.,-5.9,3.2
CCOCCCNC(=O)c1cc(NC(=O)Nc2cccc(CC)c2)ccc1N1CCCC1,-3.6,-7.1,-4.4
CCc1nc(-c2ccccc2)nc(N2CCN(S(C)(=O)=O)CC2)c1Cc1c(F)cccc1Cl,-7.2,-7.3,6.1
COc1ccc(OC)c(C(=O)CSc2nccn(-c3ccc(C)c(C)c3)c2=O)c1,-6.0,-2.6,-4.8
Cc1cccn2cc(C(=O)N3Cc4cnc(C(C)(C)C)nc4C3)nc12,-13.0,-7.9,1.0
Cc1cc(Br)c(OCCn2cnc3ccccc3c2=O)c(Br)c1,.,-6.0,-6.5
Cc1c[nH]c(CN2CCCC(O)(CO)C2)c(C)c1=O (configuration not stated),-14.0,-0.2,-2.1
CCOc1cc(-n2ncc(C(C)=O)c2C)nc(-c2ccccc2)n1,.,1.6,9.1
O=C(Cn1cc(OCc2ccc(F)cc2)c(=O)cc1CO)NCc1ccc(F)cc1,-6.4,-10.6,3.4
NC(=O)C(Sc1nncs1)c1ccc(Br)cc1 (configuration not stated),-17.2,-2.6,2.0
Cc1cnn(C(C)C(=O)N2CCc3[nH]nc(-c4ccc(F)c(F)c4)c3C2)c1 (configuration not stated),.,-1.0,0.2

Reprinted at random: two records from the list, in no set order.
Structure,mcGAS lum,hcGAS lum,NPYLR7 ag
NC(=O)C(Sc1nncs1)c1ccc(Br)cc1 (configuration not stated),-17.2,-2.6,2.0
CC(C)CCC(C)NC(=O)c1ccc2nccnc2c1 (configuration not stated),-2.2,0.6,-3.7

The listing continues:
Structure,mcGAS lum,hcGAS lum,NPYLR7 ag
CCn1cnc(S(=O)(=O)NCCC(C)C)c1,.,-5.4,7.6
COc1ccc(C(=O)NCC2(N)CCCCCC2)c(OC)n1,.,-11.9,14.6
CC(=O)c1cccc(NC(=O)Cn2c3ccc(F)cc3c3ncn(Cc4ccccc4)c(=O)c32)c1,-10.5,-2.3,-1.4
Cc1ccc(C(=O)N2CCCCC2C)c(C2CCN(S(=O)(=O)c3ccc(C)c(F)c3)CC2)n1 (configuration not stated),-4.6,-6.6,.
Cc1ccc(C=C(C#N)c2nc(C3CC3)cs2)o1,-3.6,-1.2,-1.5
CCn1c(C2CCN(Cc3ccnc(C(C)C)n3)CC2)n[nH]c1=O,.,-2.3,11.1
CC1c2cccn2CCN1Cc1csc(Nc2ccccc2)n1 (configuration not stated),-4.9,-3.5,0.5
CCc1csc(CNC(=O)c2ccc(N3CC(n4cccn4)C3)nc2)n1,-11.3,-4.4,-5.4
O=C(O)C(Br)CC12CC3CC(CC(C3)C1)C2 (configuration not stated),.,3.8,9.9
COc1ccc(CN(CCc2c[nH]c3ccccc23)C(=O)CN(C(=O)/C=C/c2ccccc2)C(C)C)cc1,0.7,-0.7,-12.3
Cc1nc(C)c(-c2ccc(SCC(=O)Nc3ccc(C)c(Cl)c3)nn2)s1,-5.6,-1.4,-0.5
Cc1cc(-c2nnc(NC(=O)Cc3ccccc3)o2)n(C)n1,-5.4,-1.9,-3.0
COc1ccc(NC(=O)c2nn(C)cc2[N+](=O)[O-])cc1,.,-4.7,-2.6
Cc1cccc(OCCn2cnc3cc(C)c(C)cc32)c1,.,-0.3,22.5
O=C1CSC(c2ccccc2C(F)(F)F)N1c1ccccn1 (configuration not stated),.,-0.7,-5.6
O=C(O)C1Sc2[nH]c(=O)sc2C2c3cc(Br)ccc3OC(=O)C12 (configuration not stated),5.4,-5.6,19.5
COc1ccc(NS(=O)(=O)c2ccc3[nH]cc(C(=O)O)c(=O)c3c2)cc1OC,-6.7,-2.6,-1.5
COc1ccc(CN(C)CC(=O)Nc2c(C)cccc2C(C)C)cc1,.,-4.6,3.8
CCS(=O)(=O)NC(=O)C1(C)CCN1C(=O)c1ccc(C(F)(F)F)nc1C (configuration not stated),.,-4.7,-0.9
c1ccc(CN2CCN(c3nc(-c4cccnc4)nc4ccccc34)CC2)cc1,-3.6,-6.1,10.1

Some of these compounds in order of molar mass, ascending:
Structure,mcGAS lum,hcGAS lum,NPYLR7 ag
Cc1ccc(C=C(C#N)c2nc(C3CC3)cs2)o1,-3.6,-1.2,-1.5
Cc1cc(-c2nnc(NC(=O)Cc3ccccc3)o2)n(C)n1,-5.4,-1.9,-3.0
O=C1CSC(c2ccccc2C(F)(F)F)N1c1ccccn1 (configuration not stated),.,-0.7,-5.6
COc1ccc(CN(C)CC(=O)Nc2c(C)cccc2C(C)C)cc1,.,-4.6,3.8
CCc1csc(CNC(=O)c2ccc(N3CC(n4cccn4)C3)nc2)n1,-11.3,-4.4,-5.4
CCS(=O)(=O)NC(=O)C1(C)CCN1C(=O)c1ccc(C(F)(F)F)nc1C (configuration not stated),.,-4.7,-0.9
CC(=O)c1cccc(NC(=O)Cn2c3ccc(F)cc3c3ncn(Cc4ccccc4)c(=O)c32)c1,-10.5,-2.3,-1.4

(continued)
Structure,mcGAS lum,hcGAS lum,NPYLR7 ag
CC(C)(C)SCCn1cc(C2CC=CCC2)nn1 (configuration not stated),.,-6.9,3.0
O=C(CSc1nc2ccccc2n1Cc1ccccc1)N/N=C\c1ccncc1,-5.9,-5.4,-5.5
O=C(NCc1cccnc1)C1CCCCC1C(=O)N1CCc2ccccc21 (configuration not stated),4.3,14.6,-6.9
O=C(O)c1ccc2c(c1)n(C[C@@H](O)CO)c(=O)n2CCc1ccccc1,.,-7.8,-2.3
CC1CCCCN1CCN(C)C(=O)/C=C/c1ccccc1 (configuration not stated),.,3.9,-5.5
O=C(NCc1cccnc1)c1ccc(CSc2ncn[nH]2)o1,.,-6.6,1.3
O=C(NC1CCN(C(=O)C2CCCC2)C1)c1cccc2cc[nH]c12 (configuration not stated),.,-9.2,-15.7
O=C(O)C1Nc2c(Cl)cc(Cl)cc2C2C=CCC12 (configuration not stated),19.2,26.7,-8.5
COc1cccc(CN2CCCC(NCc3cnc(-c4cccc5ccccc45)nc3)C2)c1 (configuration not stated),-3.4,-2.8,.
COC(=O)c1sccc1S(=O)(=O)N1CCCC(N2CCCC2=O)C1 (configuration not stated),-14.5,-5.2,6.3
CC(CC(=O)Nc1cc2c(cc1Cl)OCCCO2)c1cccnc1 (configuration not stated),.,-14.9,5.8
CCOc1ccccc1NC(=O)N1CCC2(CC1)C(=O)N(CC(=O)Nc1ccc(C)c(C)c1)CN2c1ccccc1,-6.0,-7.8,4.5
c1ccc(-c2ncn(C3CCNC3)c2-c2cccn2-c2nccs2)cc1 (configuration not stated),-11.9,-9.3,8.1
COc1ccc(CN2CCN(c3cc(Oc4cccc(F)c4)ncn3)CC2C)c(OC)c1 (configuration not stated),-7.5,-3.7,.
CCCCCCCOc1ccc(C(=O)N2CCc3c([nH]c4ccc(OC)cc34)C2COCc2ccccc2)cc1 (configuration not stated),-7.6,-13.0,4.5
Cc1nn(-c2ccccc2)c(C)c1C1C(=O)NCCN1C(=O)Nc1ccccc1F (configuration not stated),.,3.9,-0.2
CCOC(=O)C1(C)CCCCCN1C(=O)c1ccnc(Cl)c1 (configuration not stated),.,-7.4,-1.8
N=C1C(c2nc3ccccc3[nH]2)C(=O)CN1C1CCCC1 (configuration not stated),1.7,6.4,-1.0
CN(c1ccccc1)c1nc(N2CCCCC2)c2cnn(C)c2n1,-8.5,-6.7,3.1

High-throughput results from PubChem.
